# Screening data: PubChem BioAssay, National Center for Advancing Translational Sciences (NCATS)
# ELG1 genotox: qHTS screen for small molecules that induce genotoxicity in human embryonic kidney (HEK293T) cells expressing luciferase-tagged ELG1. 1.3% of 330,000 active. Potency, µM (titrated, usually from 46 µM), for inactives: at the top dose activity change, positive = activation, actives largely listed as activators. HEK293T ELG1-luciferase reporter, luminescence, 16 h; further: % of control where 0% means no effect; nearly all actives have a fitted effect of over 60% in size
#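 DMSO vehicle served as control against compound-treated ELG1-luciferase HEK293T cells; exposure lasted 16 hr at 37 °C and 5% CO2, followed by ONE-Glo luminescence detection after 30 min.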
# RORg inh: qHTS for inhibitors of ROR gamma transcriptional activity; Potency, µM (highest dose often 53.6 µM), for the others: at the highest dose activity change, negative = inhibition, usual class: inhibitors; Drosophila S2 Gal4-RORgamma UAS-luciferase reporter, 20 h; Nuclear receptor ROR-gamma (Mus musculus), P51450; 5.4% of 310,000 active; further: on the % scale 0 is the no-effect control and ±100 the full control effect; nearly all actives have a fitted effect of over 60% in size
#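 Drosophila S2 cells stably expressing Gal4-DBD/mouse RORγ fusion under metallothionein promoter plus UAS-luciferase; compound 1 h, then 700 uM CuSO4 induction for 20 h at ambient temperature; inhibition read as reduced luminescence.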
# p53 reactivator: qHTS assay for re-activators of p53 using a Luc reporter. H1299 p53-A138V BP100-luciferase reporter, luminescence, 24 h. Potency, µM (series often up to 92.2 µM), inactives show top-dose activity change, positive = activation, most hits filed as activators. 0.063% of 320,000 active; further: % of control where 0% means no effect; nearly all actives have a fitted effect of over 45% in size
#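 p53-null H1299 cells stably carrying temperature-sensitive p53-A138V and a BP100-luciferase reporter were pinned with compounds (4-point, 1:5 series) and held 24 hrs at 37 deg C. Luminescence was read 10 min after detection reagent.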
# BRCA1 expr up: qHTS Assay to Identify Small Molecule Activators of BRCA1 Expression; MCF7-BRCA1-FFLuc reporter, luminescence, 48 h; response scale: scaled: vehicle 0%, 10 µM genistein 100%; Potency, µM (series often up to 46.1 µM), inactives show top-dose activation, hits mostly activators; 1.1% of 380,000 active; further: nearly all actives have a fitted effect of over 80% in size; some results filed as inactive show a strong effect at the top dose
#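 Using MCF7 cells harboring a BRCA1 firefly luciferase reporter, plated 2 h before compound pinning, the screen measured luminescence after 48 h incubation. Responses were normalized to DMSO and 10 microM genistein, then fitted for concentration-effect.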
# Rab9 prom act: qHTS Assay for Rab9 Promoter Activators; Huh7 Rab9 promoter-luciferase reporter, luminescence, 24 h; Potency, µM (doses to about 9.22 µM), for inactives: top-dose activation, negative = inhibition, usual class: activators; 2.8% of 320,000 active; further: % of control where 0% means no effect; nearly all actives have a fitted effect of over 60% in size
#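 Using Huh7 cells stably transfected with Rab9 promoter–luciferase, compounds were incubated 24 h at 37 °C, 5% CO2; luciferase luminescence was read 10 min after reagent addition.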
# FLuc modulator: qHTS profiling assay for firefly luciferase inhibitor/activator using purifed enzyme and Km concentrations of substrates (counterscreen for miR-21 project); purified FLuc, Km substrates, luminescence inhibition; Potency, µM (series often up to 57.5 µM), for inactives: at the highest dose activity change, negative = inhibition, actives largely listed as inhibitors; 6.9% of 360,000 active;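 further: plate controls were vehicle for no effect and reference inhibitor for full effect; nearly all actives have a fitted effect of over 55% in size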
# Target sequence (P08659 whole entry, looked up): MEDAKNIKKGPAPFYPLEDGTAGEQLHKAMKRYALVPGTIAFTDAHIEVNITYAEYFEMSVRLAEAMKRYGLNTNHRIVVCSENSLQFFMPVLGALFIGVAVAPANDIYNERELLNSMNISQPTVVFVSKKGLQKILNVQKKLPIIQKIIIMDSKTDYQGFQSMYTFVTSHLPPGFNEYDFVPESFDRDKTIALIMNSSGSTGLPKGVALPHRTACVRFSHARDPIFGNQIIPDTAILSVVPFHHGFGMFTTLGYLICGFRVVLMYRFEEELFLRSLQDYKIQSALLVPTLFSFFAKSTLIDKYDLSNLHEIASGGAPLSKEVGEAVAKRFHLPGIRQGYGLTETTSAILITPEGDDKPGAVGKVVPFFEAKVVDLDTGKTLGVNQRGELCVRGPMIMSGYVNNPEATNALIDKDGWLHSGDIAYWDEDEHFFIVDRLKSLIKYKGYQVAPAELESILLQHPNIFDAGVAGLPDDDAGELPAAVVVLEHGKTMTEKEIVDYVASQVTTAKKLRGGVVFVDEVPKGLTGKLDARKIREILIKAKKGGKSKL
#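 Purified P. pyralis luciferase, 10 nM final, with Km-level 10 uM D-luciferin and 10 uM ATP in 50 mM Tris acetate pH 7.5, 10 mM Mg acetate, 0.01% Tween-20, 0.05% BSA; 6-point qHTS titration about 60 µM downward; luminescence read.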
# NPC1 prom act: qHTS Assay for NPC1 Promoter Activators | AID 485313, 2010 | Potency, µM (series often up to 9.22 µM), for the others: top-dose activation, actives largely listed as activators | Huh7 NPC1 promoter luciferase reporter, 24 h | 2.4% of 320,000 active;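 further: % of control where 0% means no effect; nearly all actives have a fitted effect of over 60% in size; reporter is driven by a mutant NPC1 promoter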
#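 Luciferase expression driven by the NPC1 promoter was measured in stably transfected Huh7 cells after a 24 h compound incubation, using a luciferase reagent and a luminescence read.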
# VP16 counter: VP16 counterscreen qHTS for inhibitors of ROR gamma transcriptional activity; Drosophila S2 Gal4-VP16 UAS-luciferase, luminescence, 20 h; Potency, µM (series often up to 53.6 µM), inactives show top-dose activity, negative = inhibition, most hits filed as inhibitors; 3.5% of 310,000 active; AID 2546, 2010;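 further: Gal4-VP16 expression switched on by copper sulfate through the metallothionein promoter; on the % scale 0 is the no-effect control and ±100 the full control effect; nearly all actives have a fitted effect of over 50% in size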
# MBNL1-CUG inh: qHTS Assay for Inhibitors of MBNL1-poly(CUG) RNA binding; AID 2675, 2010; 0.036% of 280,000 active; TR-FRET MBNL1-His/biotin-(CUG)12 binding, 665/545 ratio; Potency, µM (series often up to 57.5 µM), for inactives: top-dose activity change, negative = inhibition, actives largely listed as inhibitors; active means well fitted inhibition curve with a large enough effect in the signal ratio, with a control signal flat, not every such curve was filed as active; inconclusive means small, poorly fitted or top-dose-only effect, or effect the other way, or a change in a side signal; inactive means no such curve, though single readings can be large or run the other way; the % refers to the signal ratio; further: on the % scale 0 is the no-effect control and ±100 the full control effect
# Target sequence (Q9NR56 whole entry, looked up): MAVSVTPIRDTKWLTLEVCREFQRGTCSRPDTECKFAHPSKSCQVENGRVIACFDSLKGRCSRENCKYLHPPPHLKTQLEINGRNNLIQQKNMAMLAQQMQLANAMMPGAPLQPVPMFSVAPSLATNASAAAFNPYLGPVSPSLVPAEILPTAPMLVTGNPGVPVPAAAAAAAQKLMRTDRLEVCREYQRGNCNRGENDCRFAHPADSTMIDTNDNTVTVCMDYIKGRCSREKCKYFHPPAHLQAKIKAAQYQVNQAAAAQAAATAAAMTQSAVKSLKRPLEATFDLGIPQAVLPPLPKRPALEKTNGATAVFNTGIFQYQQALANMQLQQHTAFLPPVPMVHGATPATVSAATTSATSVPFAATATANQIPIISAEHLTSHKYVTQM
#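 Compounds (final 92 nM to 58 uM) are added to His-tagged MBNL1 and biotin-(CUG)12, then terbium anti-His antibody and streptavidin-XL665 (5 nM final). After 60 min at room temperature, the 665/545 nm ratio is read.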
# uPA surface inh: qHTS for Inhibitors of Cell Surface uPA Generation. cell surface uPA generation assay, qHTS. Potency, µM (series often up to 38.3 µM), inactives show at the top dose activity change, negative = inhibition, most hits filed as inhibitors. 0.31% of 330,000 active; active means well fitted inhibition curve with a large enough effect; inconclusive means small, poorly fitted or top-dose-only effect; inactive means no such curve, though single readings can be large or run the other way; tested in mouse RAW 264.7 cells; further: on the % scale 0 is the no-effect control and ±100 the full control effect; nearly all actives have a fitted effect of over 55% in size
# Active calls of the source: *; ? = inconclusive; . = no result given; [ ] = another dose, or the depositor's remark. Unless noted, the call rests on the fitted dose curve; in most records, active means well fitted curve in the direction sought with a large enough effect; inconclusive means small, poorly fitted or top-dose-only effect, or another doubt; inactive means no such curve, though single readings can be large; an effect the other way counts as inactive or inconclusive. Potency means the concentration at half of the fitted maximal effect.
entry	smiles	Rab9 prom act	uPA surface inh	ELG1 genotox	BRCA1 expr up	NPC1 prom act	RORg inh	FLuc modulator	VP16 counter	p53 reactivator	MBNL1-CUG inh
1	O=C(COC(=O)C1=COCCO1)Nc1ccc([N+](=O)[O-])cc1C(F)(F)F	0%	2%	-2%	1%	-2%	.	-1%	.	5%	.
2	C=CCN(CC=C)C(=O)CN1C(=O)NC(C)(c2ccc3cc(OC)ccc3c2)C1=O (stereo not given)	-1%	-1%	-2%	-28%	1%	41%	-3%	3%	-1%	-2%
3	COc1ccccc1NC(=S)NCc1ccc(F)cc1	3%	0%	-3%	-4%	2%	32µM*	-7%	?	.	-3%
4	Cc1cccc(-c2nc(Nc3ccc(N4CCOCC4)cc3)c3ccccc3n2)c1	-2%	-9%	-6%	-82%	1%	?	?	-4%	-5%	13%
5	Cc1c(C(=O)N2CC3(CC(c4cccc(NC(=O)[C@H]5CCC(=O)N5)c4)=NO3)C[C@@H]2C(N)=O)cc([N+](=O)[O-])cc1[N+](=O)[O-] (stereo not given in full)	-1%	-9%	5%	1%	0%	-1%	1%	-2%	5%	?
6	CCOC(=O)C1(C(=O)OCC)C(c2ccccc2)CC(O)N1C(C)=O (stereo not given)	0%	-3%	-1%	25%	-1%	-1%	2%	15%	2%	2%
7	COc1ccc(CC(=O)NNC(=S)NCC2CC2)cc1OC	0%	-1%	-8%	-2%	1%	-21%	2%	-8%	-2%	-7%
8	O=C(Nc1ccc(S(=O)(=O)Nc2ncccn2)cc1)c1ccc(F)c(S(=O)(=O)N2CCOCC2)c1	-1%	5%	3%	-16%	4%	-11%	0%	1%	0%	2%
9	CC(=O)c1ccc(N2CCN(C(=O)C3CCCN3S(=O)(=O)c3cccc4nsnc34)CC2)cc1 (stereo not given)	-2%	0%	-5%	-9%	0%	23%	4%	5%	1%	?
10	COc1ccccc1Nc1nnc(Cc2ccccc2)c(=O)[nH]1	3%	4%	0%	3%	1%	-8%	-15%	1%	-4%	-24%
11	CN(CCc1cn[nH]c1)C(=O)CC1C(=O)NCCN1Cc1ccccc1C(F)(F)F (stereo not given)	-6%	19%	4%	-1%	-3%	12%	-2%	3%	-4%	-3%
12	COc1ccccc1-n1c(=O)c(C#N)c(-c2ccc([N+](=O)[O-])cc2)c2cc(C(=O)c3cc(F)ccc3O)cnc21	-2%	2%	-4%	1%	-9%	22%	4%	1%	-1%	?
13	O=C(NC(=S)Nc1ccc(Br)cc1F)C1CCCCC1	.	-1%	10%	34%	.	.	.	.	15%	.
14	Cc1noc(C)c1-c1nc(CS(=O)(=O)c2ccc(Cl)cc2)no1	0%	-2%	-2%	-3%	-4%	26%	0%	7%	-1%	-2%
15	CCCOC(=O)CSC1=C(C#N)C(c2ccccc2OC)C(C#N)C(=O)N1 (stereo not given)	-4%	-1%	2%	5%	0%	1%	-1%	-2%	-6%	0%
16	COc1ccc(CNC(=O)[C@@H](NC(=O)C2CCN(C(=O)[C@@H](N)CC(C)C)CC2)C(C)C)cc1	1%	1%	3%	0%	-4%	0%	2%	-1%	9%	-10%
17	O=C(c1cnn(-c2ccccc2)c1)c1cc(Br)ccc1O	1%	-1%	1%	-24%	-2%	.	6%	.	6%	.
18	CN(C)/C=N/c1c(C#N)cnn1-c1ncnc2sc(-c3ccccc3)cc12	-3%	-4%	-20%	-34%	12%	18%	-1%	2%	-1%	?
19	CC(C)Sc1nc2c([nH]1)c(=N)ncn2Cc1ccccc1	-11%	?	8%	6%	-3%	0%	-6%	9%	-3%	-2%
20	O=C(c1ccccn1)N1CC=C(c2ccccc2)CC1	-2%	3%	3%	11%	0%	-14%	-2%	1%	0%	6%
21	CCOc1ccc(Br)cc1/C=N/NC(=O)c1ccncc1	-4%	-5%	-7%	-4%	2%	?	1%	5%[0.365 µM]	5%	24%
22	COc1cc(/C=C2/C(=N)N3N=C(C)SC3=NC2=O)ccc1OS(=O)(=O)c1ccc(C)cc1	-1%	-1%	1%	-8%	-5%	0%	0%	-7%	-11%	5%
23	O=C(OCCN1CCCC1=O)c1cncc(Br)c1	0%	.	-18%	9%	2%	40%	1%	-2%	4%	-8%
24	COCCCN1C(=O)c2ccc(C(=O)Nc3ccc(C)cc3C)cc2C1=O	-3%	-17%	0%	-15%	3%	30%	?	21%	2%	?
25	COc1ccc(CCNC(=O)C2CCN(c3nccc(C)n3)CC2)cc1	2%	2%	-3%	-3%	-2%	3%	-2%	-4%	-2%	-5%
26	CC(=O)OCC(=O)N1CCN(c2ccc([N+](=O)[O-])cc2)CC1	-1%	5%	-2%	-13%	-1%	-16%	5%	-5%	-3%	?
27	O=C(O)c1ccc(N/N=C/c2cn(Cc3ccccc3F)c3ccccc23)cc1	?	9%	?	12%	24%	16%	21µM*	-19%	?	4%
28	COc1ccc(N=c2oc3cc(O)ccc3cc2C(=O)Nc2ccccn2)cc1OC	3%	8%	-1%	5%	3%	-8%	?	-11%	4%	0%
29	Cc1ccc(CSCC(=O)Nc2c(C)n(C)n(-c3ccccc3)c2=O)cc1	-5%	4%	-1%	22%	0%	2%	8%	6%	10%	?
30	Cc1nnc(SCc2ccc(C(=O)O)cc2)s1	18%	0%	-1%	9%	-1%	2%	2%	0%	-2%	-1%
31	Cc1ccccc1CN(C)C(C)C(=O)Nc1ccccc1F (stereo not given)	0%	-12%	-1%	-22%	0%	8%	-1%	?	3%	.
32	Cc1cc(C)n(CC(=O)N/N=C/c2ccco2)n1	0%	2%	3%	11%	-3%	-8%	0%	-8%	-5%	-14%
33	Cn1nc(C(F)(F)F)c(-c2ccccc2)c1NC(=O)c1cccnc1	-2%	-8%	-13%	9%	-3%	21%	5%	-16%	-4%	-14%
34	O=C(O)C1CC(O)CN1S(=O)(=O)c1ccc2ccccc2c1 (stereo not given)	1%	2%	-2%	16%	-6%	.	.	.	4%	.
35	CCOC(=O)C1=C(C)N=c2s/c(=C\c3cc(OC)c(OC)c(OC)c3)c(=O)n2C1/C=C/c1ccccc1 (stereo not given)	-4%	0%	-3%	-26%	-6%	-13%	4%	2%	-3%	3%
36	O=c1c(Cl)c(NCCCO)cnn1-c1nc2ccccc2[nH]1	?	-14%	16µM*	-75%[inhibitor]	?	5µM*	12µM*	3.5µM*	-10%	?
37	N#Cc1cc(Oc2cccc3cccnc23)c(-n2nnc3ccccc32)cc1C#N	6%	.	0%	-79%	-6%	?	-10%	6.3µM*	-36%[inhibitor]	7%
38	Cc1cccc(C(=O)NCC(=O)NC2CCC(C)CC2)c1 (stereo not given)	4%	2%	6%	?	1%	.	?	.	12%	.
39	COc1ccc(C2CC(c3cccs3)=NN2S(C)(=O)=O)cc1 (stereo not given)	?	-2%	14%	?	?	18%	?	28%	12%	.
40	COc1cccc(OC)c1CNC(=O)C1CCC(=O)N(CC2CCCCC2)C1 (stereo not given)	0%	0%	-1%	-4%	-2%	12%	-3%	-11%	7%	0%
41	O=C(O)c1cc([N+](=O)[O-])ccc1NCc1ccccc1	-3%	.	-1%	-8%	-2%	23%	?	4%	-2%	?
42	Cc1ccc(/C=N/N2C(=O)C3C(C2=O)C2C=CC3C23CC3)o1 (stereo not given)	2%	-16%	18%	26%	13%	?	?	4%[0.365 µM]	-1%	?

# RORg inh: what is marked active above.
No. | molecule | Rab9 prom act | uPA surface inh | NPC1 prom act | RORg inh | p53 reactivator | MBNL1-CUG inh
3 | COc1ccccc1NC(=S)NCc1ccc(F)cc1 | 3% | 0% | 2% | 32µM* | . | -3%
36 | O=c1c(Cl)c(NCCCO)cnn1-c1nc2ccccc2[nH]1 | ? | -14% | ? | 5µM* | -10% | ?

# Arranged by heavy-atom count (low to high): some entries from above
entry	smiles	Rab9 prom act	uPA surface inh	ELG1 genotox	BRCA1 expr up	NPC1 prom act	RORg inh	FLuc modulator	VP16 counter	p53 reactivator	MBNL1-CUG inh
13	O=C(NC(=S)Nc1ccc(Br)cc1F)C1CCCCC1	.	-1%	10%	34%	.	.	.	.	15%	.
17	O=C(c1cnn(-c2ccccc2)c1)c1cc(Br)ccc1O	1%	-1%	1%	-24%	-2%	.	6%	.	6%	.
25	COc1ccc(CCNC(=O)C2CCN(c3nccc(C)n3)CC2)cc1	2%	2%	-3%	-3%	-2%	3%	-2%	-4%	-2%	-5%
4	Cc1cccc(-c2nc(Nc3ccc(N4CCOCC4)cc3)c3ccccc3n2)c1	-2%	-9%	-6%	-82%	1%	?	?	-4%	-5%	13%
